# Screening data from PubChem BioAssay.
# HEK293 NOD2/NF-kB: NOD2 signaling inhibitors, cell-based, luminescence, uHTS, HEK293 (AID 1566); HEK293 NOD2/NF-kB luciferase reporter, luminescence; higher % means a stronger effect; one-dose inhibition, % at 4 µM; EC50 in µM for titrated hits; actives 0.63% (n = 290,000); in the data active means inhibition above about 50%; further: many of its hits are not listed in these tables
# Autophagy HCS: modulators of autophagy; MEF GFP-LC3 puncta imaging; test concentration mostly 10 µM; calls only at 10 µM (by protocol); actives 0.98% (n = 190,000); AID 463193;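 active means percentage of spot-positive cells more than 3 SD above its plate mean, without a fluorescence outlier flag or 80% toxicity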;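 further: spot-positive cell cutoff set from DMSO-treated cells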
# P. falciparum M17LAP: P. falciparum M17LAP inhibitors, primary screen, biochemical, fluorogenic H-Leu-NHMec substrate, 1536-well (AID 1619). recombinant M17LAP, H-Leu-NHMec fluorogenic kinetic assay; higher % means a stronger effect. inhibition, % at 30 µM; hits with a dose series show IC50 in µM. actives 0.38% (n = 220,000);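 active means compound inhibiting the enzyme by more than half at any dose during confirmatory dose-response retesting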;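 further: plate controls were full reaction with DMSO carrier for no effect and no enzyme background for full effect; strong numbers were not always called active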
# b-catenin transl: alters nuclear translocation of beta-catenin in HeLa cells. immunofluorescence imaging. nuclear translocation activity, % at 5 µM. actives 0.3% (n = 190,000). AID 1665;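 active means nuclear translocation activity above 50% at 5 µM, with a well cell count of 50 or more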;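 further: per-cell ratio of nuclear to cytoplasmic median beta-catenin stain intensity; plate controls were DMSO negative control for no effect and GSK-3 inhibitor IX positive control for full effect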
#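 Assay system: human HeLa cells, native beta-catenin; doses: 5 µM primary, 0.02–20 µM confirmation; incubation: compound treatment 24 h, 37°C, 5% CO2; technique: fluorescence imaging of beta-catenin antibody stain plus DAPI; measure: % activation, nuclear-to-cytoplasmic median beta-catenin signal ratio per cell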
# Yfh1-off respiration: enhancers of respiration in Yfh1-depleted yeast, dose response, Friedreich's ataxia, plus single-dose screen (AID 1465); S. cerevisiae Yfh1-off respiration, WST-1 reduction, 72 h; higher fold induction means a stronger effect; fold induction at 50 µM; hits with a dose series show EC50 in µM; actives 0.074% (n = 220,000);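 active means fold induction of absorbance versus untreated yeast above a set limit, then at least 30% activation at any dose in follow-up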;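 further: activators that raise dye reduction in frataxin-depleted yeast; strong numbers were not always called active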
# Dynein transport: blocks dynein driven cargo transport along microtubules | 3617.4 mouse cells, GR-EGFP nuclear translocation imaging; test concentration mostly 20 µM; stimulated with dexamethasone, 1 µM; stronger effect = lower value | z-score, hits read low | actives 0.47% (n = 220,000);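 active means plate z-score of nuclear minus cytoplasmic receptor signal below a set negative limit, without overly bright fluorescence or cell loss, cut at about -3.5 in these data, passing the limit was not always enough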;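 further: z-score of nuclear minus cytoplasmic ring GR-EGFP intensity difference per well; some compounds called inactive have numbers as strong as hits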
#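 Buffer or medium: tet-free medium with charcoal-stripped serum / Also added: dexamethasone agonist, 1.0 µM final, for 30 min / Timing: induction 48 h, compound 1 h, agonist 30 min / Measured by: high-content fluorescence imaging after fixation / Read-out: nuclear-to-cytoplasmic GR-EGFP distribution per well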
# NOD1 inhibition: inhibition of NOD1-driven NF-kB reporter – cell-based, luminescence, uHTS, primary screen (AID 1578). NOD1-driven NF-kB luciferase reporter cells, luminescence; higher % means a stronger effect. one-dose inhibition, % at 4 µM; EC50 in µM for titrated hits. actives 1% (n = 290,000); in the data active means inhibition mostly above about 36%, no sharp cut-off; inactive means mostly below about 34%;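 further: HEK-293T reporter cells stimulated with the NOD1 agonist gamma-tri-DAP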
# MT stabilize HCS: microtubule stabilizers in HeLa cells. HeLa tubulin immunostaining HCS, 24 h; share of cells brighter than vehicle mean+2SD. % tubulin-high responders, % at 10 µM. actives 0.83% (n = 200,000);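 active means plate Z-score above 3 for both tubulin-high and condensed-nucleus cell shares, with cell loss under 80%, at 10 µM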;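 further: anti alpha tubulin signal scored within the nucleus-defined area of each cell; some results filed as inactive read as strong as hits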
# Ins promoter up: MIN6 insulin promoter up-regulation; z-score at 5 µM; actives 0.3% (n = 190,000); MIN6 insulin promoter-GFP reporter, high-content imaging; stronger effect = higher value;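 active means z-score above 3 at 5 µM with at least 500 cells counted in the well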
# Dynein transport cytoplasmic EGFP: further read-out of Dynein transport, marked with its call; z-score; measured here: cytoplasmic GR-EGFP intensity; stronger effect = higher value
# Dynein transport nuclear GR-EGFP: also measured in Dynein transport; calls as there; z-score; measured here: nuclear GR-EGFP intensity;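 lower value marks the stronger effect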
# Dynein transport cell count: recorded beside Dynein transport, whose call it bears; z-score; measured here: cell count per field
# Ins promoter up cell count: second read-out of Ins promoter up, no call of its own (marks repeat the call); cell count; measured here: cytotoxicity, nuclei count;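 total cells summed across four imaged fields per well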
# b-catenin transl cell count 5 µM: recorded beside b-catenin transl, whose call it bears; cell count; measured here: cell count, cytotoxicity flag
# MT stabilize HCS Hoechst-high %: also measured in MT stabilize HCS; calls as there; % Hoechst-high responders; measured here: nuclear condensation Hoechst responders;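 share of cells brighter than vehicle mean plus two SD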
# MT stabilize HCS cytotoxicity %: second read-out of MT stabilize HCS, no call of its own (marks repeat the call); toxicity, %; measured here: cytotoxicity by cell density;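 0% = mean cell density of plate MIN control wells and 100% = no cells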
# Autophagy HCS cell loss 18 h: further read-out of Autophagy HCS, marked with its call; toxicity, %; measured here: cell loss, nuclei count;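 cell loss after 18 h compound exposure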
# * hit, by the source's call; i = inactive; x = not tested or not shown. Not all compounds are listed (hit frequency here may not be typical).
SMILES,HEK293 NOD2/NF-kB,Autophagy HCS,Autophagy HCS cell loss 18 h,P. falciparum M17LAP,b-catenin transl,b-catenin transl cell count 5 µM,Yfh1-off respiration,Dynein transport,Dynein transport cytoplasmic EGFP,Dynein transport nuclear GR-EGFP,Dynein transport cell count,NOD1 inhibition,MT stabilize HCS,MT stabilize HCS Hoechst-high %,MT stabilize HCS cytotoxicity %,Ins promoter up,Ins promoter up cell count
O=C(C1=C[C@H](c2ccc(C(F)(F)F)cc2)C[C@H](OCc2ccc(CO)cc2)O1)N1CCN(Cc2ccc3c(c2)OCO3)CC1,-5%,i,12,-4%,-0.8,1089,i,-0.043,-0.29,0.26,-0.63,-24%,2.0,1.4,3.3,1,1415
CCn1c(SCC(=O)Nc2ccc(NC(=O)c3ccco3)c(OC)c2)nc2ccccc2c1=O,4%,i,2,-3%,-2.9,880,i,-0.56,-0.23,-0.16,1.6,-31%,11,25,18,x,x
C/C(=C\COc1cc(=O)[nH]c2ccccc12)CCC(O)C(C)(C)O (stereo not given),11%,i,-9,4%,-3.5,1202,i,-0.055,-0.29,0.11,0.14,-6%,2.0,1.6,8.3,-0.33,1310
CCn1cc(C(=O)NC(C)C2CC3CCC2C3)cn1 (stereo not given),3%,i,-7,5%,1.3,1006,i,-0.39,-0.21,-0.25,0.33,-18%,2.3,1.6,11,0.36,1210
CC(=O)Nc1c(C#N)c(C(C)(C)C)cn1C,-1%,i,-2,0%,1.7,1228,i,0.0014,-0.26,-0.051,0.11,-25%,2.9,2.2,5.3,-0.09,1225
Clc1ccccc1CSc1nc2ccncc2[nH]1,-61%,i,6,-1%,x,x,x,-0.51,-0.17,-0.2,0.41,-59%,1.6,3.7,3.6,0.11,832
S=C(Nc1ccccc1Cl)NC1CCN(Cc2ccccc2)CC1,-7%,i,18,2%,-1.0,1090,i,0.24,-0.21,0.32,-0.51,-42%,6.1,1.9,2.2,0.42,1587
COc1ccccc1N1CCN(C(=O)C(=O)N/N=C/c2ccccc2F)CC1,0%,i,-4,11%,x,x,i,0.0022,-0.3,-0.38,0.51,-24%,4.5,2.5,5.1,0.4,1332
COc1ccc(-c2cc(-c3c(O)c(OC)c4occc4c3OC)[nH]n2)cc1,2%,i,4,8%,-0.6,1055,i,1.1,-0.16,0.71,-0.76,6%,0.6,0.8,0.7,x,x
COc1ccc(N2C(=O)C(Cl)=C(Nc3c(C)n(C)n(-c4ccccc4)c3=O)C2=O)cc1,12%,i,-14,27%,0.1,1158,i,-0.089,2.1,1.1,-1.6,31%,2.8,2.8,8.7,-0.06,1944
Cc1ccc(C(=O)N/C(=C\c2ccc(-c3ccc([N+](=O)[O-])cc3)o2)C(=O)NC2CCS(=O)(=O)C2)cc1 (stereo not given),6%,i,33,0%,3.2,1085,i,-0.079,1.1,0.24,0.53,-22%,5.4,1.9,10,-0.14,1338
O=C(CSc1c[nH]c2ccccc12)N1CCCc2ccccc21,14%,i,7,-14%,-0.9,1119,i,1.3,-0.072,0.75,-0.57,-5%,4.6,3.1,6.0,-0.14,2039
COc1cc([N+](=O)[O-])ccc1NC(=O)CSc1n[nH]c(C(C)C)n1,17%,i,2,16%,-1.9,1102,i,1.3,1,0.72,-0.99,21%,3.6,1.9,7.1,-0.24,1382
O=C(c1ccccc1)N1CCN(S(=O)(=O)N2CCOCC2)CC1,3%,i,0,-1%,0.3,1088,i,-0.5,-0.28,-0.27,0.17,-29%,1.1,2.1,9.2,1.7,1273
Cc1cc(=O)oc2cc(OCC(=O)NCCc3nc4ccccc4[nH]3)ccc12,7%,i,12,11%,x,x,i,3.4,-0.16,1.9,-1.7,25%,1.9,3.5,13,0.77,828
CCC(=O)c1c[nH]c(C(=O)NCc2ccco2)c1,-2%,i,17,5%,-1.4,1050,i,-0.58,-0.23,-0.43,1.2,-25%,2.7,1.3,5.3,0.39,1812
Cc1ccc(Cl)cc1NC(=O)Cn1cccc1,11%,i,6,14%,-3.6,926,i,-1.1,-0.15,-0.5,0.24,-3%,1.8,1.2,8.7,0.1,1508
CCC(C)[C@H](NC(=O)NC1CCCc2ccccc21)C(=O)O (stereo not given in full),16%,i,-2,14%,-3.9,970,i,-0.67,-0.19,-0.32,0.6,4%,1.5,1.8,4.8,-0.88,1041
COc1ccc(C(=O)c2ccccc2)c(OCC(=O)N(C)C)c1,-12%,i,13,5%,-3.5,1017,i,-1,-0.29,-0.22,0.29,-41%,1.6,1.8,6.4,0.33,1634
CCCCNC(=O)C1CC(c2ccc(C(F)(F)F)cc2)=NO1 (stereo not given),11%,x,x,5%,-1.4,1108,i,-0.49,-0.82,-0.2,0.48,-1%,x,x,x,-0.4,867
COc1ccc(CNCCSc2nnnn2C)cc1OC,-8%,i,-12,13%,-4.6,1117,i,0.79,0.093,0.4,0.13,-9%,2.0,1.0,5.9,1.3,803
COC(=O)[C@@]1(Cc2ccc(OC)cc2)[C@H]2c3cc(C(=O)N4CCCC4)n(CCSCCO)c3C[C@H]2CN1C(=O)c1ccccc1,5%,i,14,4%,-1.5,536,i,-0.38,-0.25,0.31,0.57,2%,3.6,2.7,8.7,-0.26,559
COC(=O)CN1C(=O)S/C(=C/c2ccc(N3CCCCC3)o2)C1=O,4%,i,2,11%,-1.6,1404,i,4.6,16,4.4,0.14,27%,2.3,1.9,7.2,2.8,1476
CN(C)S(=O)(=O)c1ccc(N2CCOCC2)nc1,-11%,i,-8,-1%,0.2,1070,i,0.3,-0.26,0.11,0.71,-26%,2.8,2.3,8.8,0,1383
CCOc1ccc(N(CC(=O)O)S(=O)(=O)c2ccc(F)cc2)cc1,2%,i,6,6%,-1.9,1101,i,0.74,-0.26,-0.24,0.61,22%,2.9,2.1,6.0,x,x
Cc1ccccc1Nc1nc(Nc2ccccc2C)nc(SC2=NCCS2)n1,4%,i,5,6%,-4.2,1186,i,-0.5,0.16,0.054,0.77,19%,2.4,3.2,5.7,0.14,747
CCOC(=O)c1c(NC(=O)c2cccs2)sc2c1CCN(C(=O)OCC)C2,5%,i,5,-7%,x,x,i,-1.6,-0.067,-0.61,-0.63,14%,2.6,1.9,5.1,-1.5,1197
O=S(=O)(Nc1ccc(-c2nc3cccnc3s2)cc1)c1ccccc1F,-4%,x,x,-31%,1.7,1308,i,-0.6,-0.2,-0.33,1,2%,x,x,x,0.94,1080
Cc1ccc(C)n1-c1sc2c(c1C#N)CCCC2,1%,i,1,6%,-1.2,1218,i,0.27,-0.24,-0.034,0.35,-39%,2.1,1.5,3.2,-0.17,1000
Cc1cccc(N(C)S(=O)(=O)c2ccc3c(c2)CCC(=O)N3)c1,1%,i,2,8%,x,x,i,0.59,-0.15,0.71,-0.82,9%,5.9,2.8,4.8,-0.59,1140
Cc1ccc(Cn2nnc3c(=O)n(CC(=O)NCc4ccccc4)cnc32)cc1,-35%,i,1,8%,-1.0,1007,i,-0.41,-0.2,-0.36,0.19,-25%,3.7,2.8,4.2,-1.2,1255
CCC1=Nc2ccccc2NC2=C1C(=O)CCC2,-5%,i,1,-2%,1.1,1063,i,-0.53,0.22,0.051,0.83,8%,2.0,1.1,8.9,0.4,740
C=C(C)Cn1c(C)cc(C)c(S(=O)(=O)c2ccccc2C)c1=O,16%,i,-2,-7%,-0.6,884,i,1.7,-0.12,0.88,-0.071,16%,3.8,1.3,7.1,0.45,997
O=C(CN1CCN(S(=O)(=O)c2ccc(F)cc2)CC1)Nc1ccc2c(c1)OCCO2,3%,i,15,1%,-0.2,1413,i,-0.053,-0.23,-0.0055,0.37,9%,2.0,1.5,12,0.98,1581
O=C(CSc1ccc2c(c1)OCCO2)Nc1cccnc1,20%,i,-9,1%,-1.0,1096,i,0.26,-0.37,-0.45,0.35,-13%,2.9,2.2,4.4,-0.1,1232
COc1ccccc1/C=N/NC(=O)c1ccccc1NS(=O)(=O)c1ccc(C)cc1,5%,i,15,-13%,0.4,862,i,-0.47,-0.32,-0.46,0.84,-34%,2.6,2.4,3.4,x,x
O=C(NS(=O)(=O)c1ccc(Cl)cc1)c1ccccc1,-11%,i,16,-6%,-2.1,1061,i,0.94,-0.35,0.74,0.8,-16%,2.3,3.4,11,1.1,1323
Cc1ccc(S(=O)(=O)NC(=O)N2CCC(C)CC2)cc1,6%,i,11,7%,-7.8,1001,x,-1.1,-0.19,-0.35,0.87,-1%,3.0,2.7,10,0.12,1283
Cn1cccc1C(=O)NC(=O)COC(=O)CC12CC3CC(CC(C3)C1)C2,2%,i,-35,-3%,-1.9,917,i,0.63,-0.15,1.2,-0.47,-7%,2.7,1.7,6.0,-0.27,1455

# Compounds above containing a thiophene ring, fused or not, in the order listed:
SMILES,HEK293 NOD2/NF-kB,Autophagy HCS,Autophagy HCS cell loss 18 h,P. falciparum M17LAP,b-catenin transl,b-catenin transl cell count 5 µM,Yfh1-off respiration,Dynein transport,Dynein transport cytoplasmic EGFP,Dynein transport nuclear GR-EGFP,Dynein transport cell count,NOD1 inhibition,MT stabilize HCS,MT stabilize HCS Hoechst-high %,MT stabilize HCS cytotoxicity %,Ins promoter up,Ins promoter up cell count
CCOC(=O)c1c(NC(=O)c2cccs2)sc2c1CCN(C(=O)OCC)C2,5%,i,5,-7%,x,x,i,-1.6,-0.067,-0.61,-0.63,14%,2.6,1.9,5.1,-1.5,1197
Cc1ccc(C)n1-c1sc2c(c1C#N)CCCC2,1%,i,1,6%,-1.2,1218,i,0.27,-0.24,-0.034,0.35,-39%,2.1,1.5,3.2,-0.17,1000
